High-throughput results (PubChem)
TbREL1 primary – TbREL1 inhibition, primary screen. TbREL1 RNA ligation, FRET fluorescence. hit rate 0.49% among 89,000. P86926. inhibition, % at 9.66 µM;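 active = inhibition above the mean inhibition across all screened compounds plus 3 SD, cut at about 11% in these data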;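 note: 0% = plate median of test wells and 100% = NSC42067 control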
Target sequence (P86926 whole entry, looked up): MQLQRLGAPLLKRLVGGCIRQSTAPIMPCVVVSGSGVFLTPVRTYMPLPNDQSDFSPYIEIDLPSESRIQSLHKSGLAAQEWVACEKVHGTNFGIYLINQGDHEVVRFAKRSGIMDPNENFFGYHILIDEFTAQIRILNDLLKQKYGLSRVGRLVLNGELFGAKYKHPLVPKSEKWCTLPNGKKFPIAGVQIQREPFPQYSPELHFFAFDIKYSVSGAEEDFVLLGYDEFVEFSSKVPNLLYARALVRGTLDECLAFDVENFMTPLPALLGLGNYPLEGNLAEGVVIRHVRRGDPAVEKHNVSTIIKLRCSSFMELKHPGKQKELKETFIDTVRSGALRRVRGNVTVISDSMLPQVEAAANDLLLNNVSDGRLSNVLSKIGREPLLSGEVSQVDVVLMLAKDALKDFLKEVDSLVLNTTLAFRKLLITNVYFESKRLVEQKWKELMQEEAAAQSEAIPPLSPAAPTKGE
The depositor's hits bear a star; & = joins results of further samples.

Molecule	TbREL1 primary
CCOC(=O)C1(c2ccccc2)CCN(CCc2ccc(NC(=O)CCC(=O)O)cc2)CC1	-0.8
Cn1c(O)c(C(c2ccccn2)c2c(O)n(C)c(=S)n(C)c2=O)c(=O)n(C)c1=S	-1.3
COC(=O)C1=C(c2ccc(S(C)(=O)=O)cc2)C[C@@H]2CC[C@H]1N2C(=O)N1CCC(O)CC1	-0.4
COc1ccc(-n2c(O)c(C=NCCCn3ccnc3)c(=O)[nH]c2=O)cc1	-0.4
O=[N+]([O-])c1ccc(C(c2ccc([N+](=O)[O-])cc2)c2ccc([N+](=O)[O-])cc2)cc1	1.8
Cc1cc(C(=O)C[N+]23CCN(CC2)CC3)c(C)n1-c1ccc(Br)cc1	-2.9
C[C@]12CCC3C(CC[C@H]4C[C@@H](O)CC[C@]34C)[C@H]1CC[C@H]2O (some centres not stated)	3.4
O=C(N/N=C/c1c(O)n(-c2ccccc2)c(=S)[nH]c1=O)c1ccccc1	-8.7
Cn1c(=O)c2c(nc(N/N=C/c3c(O)n(-c4ccccc4)c(=S)[nH]c3=O)n2C)n(C)c1=O	2.9
COC(=O)C1=C(c2cc3ccccc3s2)C[C@@H]2CC[C@H]1N2C(=O)N1CCC(C)CC1	-1.0
CCN1C(=O)CC(c2cccnc2)=Nc2ccccc21	3.9
COc1cc(C(c2c(O)c3ccccc3oc2=O)c2c(C)n(C)n(-c3ccccc3)c2=O)ccc1O (configuration not stated)	-0.7
C[C@@H]1CC2C3CC=C4C[C@@H](O)CC[C@]4(C)C3CC[C@]2(C)[C@H]1O (some centres not stated)	-4.8
COC(=O)C1=C(c2cc3ccccc3s2)C[C@@H]2CC[C@H]1N2C(=O)NCCS(C)=O (some centres not stated)	-2.2
COc1cccc(-c2sc3ccccc3c2-c2ccc(OCCN3CCOCC3)cc2)c1	-0.6
COC(=O)C1=C(c2ccc(F)cc2F)C[C@@H]2CC[C@H]1N2C(=O)NC1Cc2ccccc2C1	-0.4
C[C@]12CC[C@H](O)CC1C(=O)CC1C2CC[C@@]2(C)C1CC[C@@H]2O (some centres not stated)	-0.5
C[C@@H]1C(=O)O[C@@H]2[C@H](O)C34[C@@H]5OC(=O)C3(O[C@H]3OC(=O)[C@H](O)C34[C@H](C(C)(C)C)[C@H]5O)[C@@]12O (some centres not stated)	1.6
COP(=O)(CC(=O)O)c1ccccc1 (configuration not stated)	2.5
NCCCCCC(=O)OC1N=C(c2ccccc2Cl)c2cc(Br)ccc2NC1=O (configuration not stated)	5.7
Cc1ccc(CN2CCN(Cc3ccccc3F)CC2)cc1	7.0
N#CCN1CCN(c2ccc(C(F)(F)F)cc2)CC1	0.8
COC(=O)C1=C(c2ccc(-c3ccccc3)c(F)c2)C[C@@H]2CC[C@H]1N2C(=O)NCC1CC1	-0.7
O=c1[nH]c(=O)n(CCC2=CCCCC2)c(O)c1C=NCCN1CCNCC1	0.4
O=C1NC(c2cccnc2)Nc2sc3c(c21)CCCC3 (configuration not stated)	-0.4
CCCCn1c(O)c(C(C)=NC(Cc2c[nH]c3ccccc23)C(=O)OC)c(=O)[nH]c1=O (configuration not stated)	-3.1
C/C=C1\NC(=O)[C@H](C)NC(=O)[C@@H](NC(=O)[C@H](Cc2ccc(O)cc2)NC(=O)[C@@H](NC(=O)/C(C)=C/C)C(C)C)[C@@H](C)OC(=O)[C@H](CCCc2ccc(O)cc2)NC(=O)[C@@H](CCC(=O)O)NC1=O	1.6
CCCCOc1ccc(CN2CCN(CCO)CC2)cc1	2.4
CC(=NCC1CCCO1)c1c(O)n(C)c(=O)n(C)c1=O (configuration not stated)	1.6
CN(C)C(=O)Oc1c(Cl)cc(Cl)c2cccnc12	-3.5

Reformatted: results already given
> CCCCn1c(O)c(C(C)=NC(Cc2c[nH]c3ccccc23)C(=O)OC)c(=O)[nH]c1=O (configuration not stated)
  TbREL1 primary = -3.1
> C/C=C1\NC(=O)[C@H](C)NC(=O)[C@@H](NC(=O)[C@H](Cc2ccc(O)cc2)NC(=O)[C@@H](NC(=O)/C(C)=C/C)C(C)C)[C@@H](C)OC(=O)[C@H](CCCc2ccc(O)cc2)NC(=O)[C@@H](CCC(=O)O)NC1=O
  TbREL1 primary = 1.6
> CCCCOc1ccc(CN2CCN(CCO)CC2)cc1
  TbREL1 primary = 2.4
> CC(=NCC1CCCO1)c1c(O)n(C)c(=O)n(C)c1=O (configuration not stated)
  TbREL1 primary = 1.6

Five compounds already listed, sorted by number of heavy atoms, descending:
Molecule	TbREL1 primary
CCCCn1c(O)c(C(C)=NC(Cc2c[nH]c3ccccc23)C(=O)OC)c(=O)[nH]c1=O (configuration not stated)	-3.1
COC(=O)C1=C(c2cc3ccccc3s2)C[C@@H]2CC[C@H]1N2C(=O)N1CCC(C)CC1	-1.0
COc1ccc(-n2c(O)c(C=NCCCn3ccnc3)c(=O)[nH]c2=O)cc1	-0.4
O=C(N/N=C/c1c(O)n(-c2ccccc2)c(=S)[nH]c1=O)c1ccccc1	-8.7
CCCCOc1ccc(CN2CCN(CCO)CC2)cc1	2.4

Additional entries follow:
Molecule	TbREL1 primary
Cn1c(=O)cc(OCC(=O)N2CCN(C3CCCCC3)CC2)c2ccccc21	1.7
CN1CCCC(C(=O)c2ccc(-c3ccccc3)cc2)C1 (configuration not stated)	3.0
COC(=O)CSC1=NP(=S)(SCC(=O)OC)N2CCCC2=C1C#N (configuration not stated)	-0.6
COC(=O)C1=C(c2cccc(C#N)c2)C[C@@H]2CC[C@H]1N2C(=O)NCCOc1ccccc1	-2.3
Cc1nc2ccccn2c1P(=S)(N1CCCCC1)N1CCCCC1	-1.8
CCOc1ccc(-n2c(O)c(C=NCCN(CC)CC)c(=O)[nH]c2=O)cc1	8.0
Cc1cccc(C)c1-n1nnnc1C(c1cc2ccccc2o1)N1CCC(n2c(=O)[nH]c3ccccc32)CC1 (configuration not stated)	-1.3
CCOC(=O)CNC(=O)N1Cc2ccc(Br)cc2-n2nncc2C1	6.8
CCOC(=O)[C@]12Cc3ccccc3[C@H]1N(CCC(=O)OC)C(=O)c1cc(OC)ccc12	3.4
CC(=O)OC1C2CCCC1C(N1CCCC1)CC2 (configuration not stated)	6.7&4.4
COc1ccc(OCC(=O)N2CCN(Cc3c[nH]c4ccccc34)CC2)cc1	-0.9
CC1CCCC(C2(O)C(=O)Nc3ccccc32)C1=O (configuration not stated)	-4.3
C=CCn1c(O)c(C(C)=NCC2CCCO2)c(=O)[nH]c1=O (configuration not stated)	-0.4
COC(=O)C1=C(c2ccc(F)cc2OCc2ccccc2)C[C@@H]2CC[C@H]1N2C(=O)NCc1ccc(Br)cc1	1.9
CCn1cc(C(=O)c2cccs2)c2ccccc21	1.6
CCC[N+]12CCC(CC1)C(=C(c1ccccc1)c1ccccc1)C2	2.4
CCCCn1c(O)c(C(CC)=NCc2ccco2)c(=O)[nH]c1=O	-1.2
Cc1ccc2c(c1)N(C(C)C(=O)N1CCC3(CC1)OCCO3)C(=O)CO2 (configuration not stated)	0.9
COC(=O)[C@@H]1[C@@H](C(=O)OC)C2(c3ccccc3-c3ccccc32)N(c2ccc(Cl)cc2)N1C#N	-1.8
O=C(NC(Cc1ccccc1)C(=O)N1CCC2(CC1)OCCO2)C1CCCCC1 (configuration not stated)	6.1
Cn1c[n+](C)cc1C(O)c1ccccc1 (configuration not stated)	0.9
CCN1CCN(C(=O)Cc2c(C)n(C(=O)c3ccc(Cl)cc3)c3ccc(OC)cc23)CC1	-5.3
C[C@H]1CC2C3CC=C4C[C@@H](O)CC[C@]4(C)C3CC[C@]2(C)[C@H]1O (some centres not stated)	5.2
O=C1CC(N2CC=C(c3ccccc3)CC2)C(=O)N1c1ccc(F)cc1 (configuration not stated)	-2.3
COC(=O)C1=C(c2cccc(C#N)c2)C[C@@H]2CC[C@H]1N2C(=O)NCCOc1ccc(OC)cc1	-1.2
CC(C)(C)C(=O)N1Cc2cc(N3CCOCC3)ccc2-n2nncc2C1	3.2
CCOC(=O)c1cc(C)sc1/N=C/C1C(=O)NC(=S)NC1=O	6.4
COC(=O)C(C)Oc1cc(C)cc2oc(=O)c3c(c12)CCCC3 (configuration not stated)	-1.6
CC(Cc1ccccc1)/[N+]([O-])=C\c1ccc(C(F)(F)F)cc1 (configuration not stated)	0.8
CCOC(=O)CNC(=O)N1Cc2cc(-c3cccc(F)c3)ccc2-n2nncc2C1	1.7
CN(C)c1ccc(CN2CC=C(c3ccc(F)cc3)CC2)cc1	1.0
O=P1(Oc2ccccc2)OCCCS1 (configuration not stated)	-2.7
CCOC(=O)CSCCOc1ccc(C=C2C(=O)NC(=O)NC2=O)cc1OC	-5.0
CC(=NCCN1CCCCC1)c1c(O)n(-c2ccccc2)c(=O)[nH]c1=O	1.0
COC1=C(C)C(=O)O[C@]12C(=O)C(C)=C1CCCCN3[C@H]([C@@H]4C[C@H](C)C(=O)O4)CC[C@]132	-1.5
O=C(CCc1nc(-c2ccccc2F)no1)N1CCC2(CC1)OCCO2	-1.1
CSCCC(N=Cc1c(O)n(-c2ccc(Cl)cc2)c(=O)[nH]c1=O)C(=O)OC(C)(C)C (configuration not stated)	-4.3
Cc1ccc(/C=C2\C(=O)NC(=S)N(c3ccccc3F)C2=O)s1	3.0
CCC(C)NC(=O)CCC(=O)OC1O[C@H]2OC3(C)CC[C@H]4[C@H](C)CCC(C1C)C24OO3 (some centres not stated)	0.6
CCCCn1c(O)c(/C(C)=N/NC(=O)Nc2ccccc2)c(=O)[nH]c1=O	0.4
CC1(C)CC2(CCO1)NCCN1C(=O)CSC12 (configuration not stated)	1.2
COC(=O)C1=C(c2ccccc2OCc2ccccc2)C[C@@H]2CC[C@H]1N2C(=O)NCc1ccc(F)cc1	-0.6
CN1CCC(O)(c2cccs2)C(C(=O)c2cccs2)C1 (configuration not stated)	-0.7
CCc1ccc(OCCCN=C(C)c2c(O)n(C)c(=O)n(C)c2=O)cc1	-0.3
CCOc1cccc(C2NCc3ccccc3-n3cccc32)c1O (configuration not stated)	3.1
CCCCn1c(N)c(N(CCOC)C(=O)CN2CC=C(c3ccccc3)CC2)c(=O)[nH]c1=O	-2.0
Nc1ncc(P(=S)(N2CCOCC2)N2CCOCC2)s1	0.8
COc1cc2c(cc1OC)C(C(=O)N(C)C1CCCCC1)C1CCCCN1C2=O (configuration not stated)	-3.5
O=C(O)COc1ccccc1/C=C1\C(=O)NC(=O)N(CCC2=CCCCC2)C1=O	2.0
CC(=O)NCC1=C(c2ccc3ccccc3c2)C[C@@H]2CC[C@H]1N2Cc1ccco1	-4.4
COC(=O)C1=C(c2cccc(C#N)c2)C[C@@H]2CC[C@H]1N2C(=O)NCC1CC1	2.2
Oc1cc(Cl)c(Cl)cc1Cl	-0.7
C=CCOC(=O)C1=C(C)OC(N)=C(C(=O)OCC)C12C(=O)N(CC(N)=O)c1ccccc12 (configuration not stated)	-2.8
CCN1C(=O)NC(=O)/C(=C\c2cn(CC(=O)N3CCCCC3)c3ccccc23)C1=O	2.4
Fc1ccc(C[n+]2c(-c3ccccc3)cc(-c3ccccc3)cc2-c2ccccc2)cc1	1.9
COC(=O)C1=C(c2ccccc2OCc2ccccc2)C[C@@H]2CC[C@H]1N2C(=O)NCCOc1ccccc1	3.0
CC12CCC3C(CCC4CC(=O)OCC43C)C1CCC2O (configuration not stated)	0.3
CCN1CCN(c2nc3c(c(=O)[nH]2)CCC3)CC1	2.5
CCCCn1c(O)c(C(CC)=NCc2cc(OC)cc(OC)c2)c(=O)[nH]c1=O	-2.8
O=C(COC(=O)Cc1ccccc1)NC(=O)NC1CCCCC1	0.3

Next compounds:
Molecule	TbREL1 primary
O=C1CC(=O)N(Cc2ccccc2)C(=S)N1	2.0
CCCCn1c(O)c(C(C)=NCCN2CCCCC2)c(=O)[nH]c1=O	4.1
Cc1ccc(Cn2c(C)c3cnn(CC(=O)N4CCC5(CC4)OCCO5)c(=O)c3c2C)cc1	-0.3
CN1C(=O)[C@@]23C[C@]4(c5c[nH]c6ccccc56)c5ccccc5N(S(=O)(=O)c5ccccc5)[C@@H]4N2C(=O)[C@@H]1SS3	5.2
CN1CCN(S(=O)(=O)c2ccc(Cl)nc2)CC1	6.6
CC(C(N)=O)N1CC(c2ccc(Cl)cc2)CC1=O (configuration not stated)	-0.3
CN(C(=O)Oc1cccc2cccnc12)c1ccccc1	0.9
O=C(CCn1c(=O)oc2ccccc21)N1CCC2(CC1)OCCO2	0.7
O=C(Cc1ccccc1)NC(Oc1ccccc1Cl)C(Cl)(Cl)Cl (configuration not stated)	-2.3
O=C(Nc1cccnc1)c1c(O)c2c(n(Cc3ccccc3)c1=O)CCCC2	1.1
O=C(c1cc(C(=O)NCc2ccccc2)c(=O)n(Cc2ccccc2)c1)c1cc(Br)ccc1O	-0.5
CCCC(C)n1[nH]c(=O)c2c1NC(=O)CSC2c1ccc(OC)c(OC)c1 (configuration not stated)	-2.7
O=C1C2CCCN2C(c2cccnc2)N1c1cccc(Cl)c1 (configuration not stated)	5.5
CC(Cc1ccccc1)NC(=O)C(c1ccc(N)cc1)c1ccc(N)cc1 (configuration not stated)	-6.0
COC(=O)C1=C(c2cccc(OCc3ccccc3)c2)C[C@@H]2CC[C@H]1N2C(=O)NCCc1ccc(F)cc1	3.7
O=C(CCc1ccccc1)N1Cc2cc(N3CCCCC3)ccc2-n2nncc2C1	-3.0
CCCCn1c(O)c(C(CC)=Nc2ccc(OCC)cc2)c(=O)[nH]c1=O	-5.1
COc1cccc(OC)c1C1=NCC(=O)Nc2c1oc1ccc(Br)cc21	1.7
O=c1[nH]c(=O)n(Cc2ccc(F)cc2)c(O)c1C=NCCCn1ccnc1	2.4
O=C(c1cc(-c2cccnc2)nc2ccc(Cl)cc12)N1CCC2(CC1)OCCO2	0.9
Cn1c(O)c(C(=NCCc2c[nH]c3ccccc23)c2ccccc2)c(=O)n(C)c1=O	-1.9
O=C(CN1CCCCC1)c1ccc2c(c1)OCO2	-1.3

The list is partial; rates above refer to the full screens.
